# From PubChem
# S3 lipid droplet: qHTS Assay for Lipid Storage Modulators in Drosophila S3 Cells; lipid storage change, negative = inhibition, % at the top dose, mostly 46.1 µM; hits show Potency in µM; actives 0.64% (n = 320,000); AID 2685; Drosophila S3 cells, BODIPY lipid droplet fluorescence, 18-24 h; cells fed with added oleic acid; active = well fitted inhibition curve with a large enough effect in the signal ratio, with a control signal flat, not every such curve was filed as active; inconclusive = small, poorly fitted or top-dose-only effect, or effect the other way, or a change in a side signal; the % refers to the signal ratio
#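 Laser-scanning cytometry quantifies lipid droplet accumulation (500–530 nm total intensity; droplet/cell object ratio) in oleic acid-fed (400 uM added) Drosophila S3 cells treated with a concentration series. 20 uM Triacsin C defined 100% inhibition.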
# S3 lipid droplet cell count max: also measured in S3 lipid droplet; calls as there; cell number change, %; measured here: cell count max response;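 cells counted by Cell Tracker Red CMTPX staining in the red channel; peak over a dose series mostly up to 46.1 µM; percent activity relative to internal control wells on each plate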
# * = called active by the depositor; i = inactive; u = inconclusive; x = not tested or not shown; [ ] = dose if it differs, or a comment. % is set by controls: 0 for no effect and ±100 for the full control effect; potency is the fitted concentration of half-maximal effect.
molecule | S3 lipid droplet cell count max | S3 lipid droplet
CC1CCC(NC(=O)C2CCN(c3cnccn3)CC2)CC1 (stereo not given) | x | u
O=C(COC(=O)/C=C/c1cccc(Cl)c1Cl)Nc1ccc2[nH]c(=O)[nH]c2c1 | x | u
COc1ccc(C)cc1NC(=O)CSc1nc2ccccc2nc1N1CC(C)OC(C)C1 (stereo not given) | x | u
CC(=O)CS(=O)(=O)c1ccc(Oc2ccc(S(=O)(=O)CC(C)=O)cc2)cc1 | -24.1 | -7.4%
Cn1nc(CC(=O)NC2CCCCCC2)c2ccccc2c1=O | x | 14.8%[9.22 µM]
COc1ccc(C2NC(=O)c3ccccc3O2)c(OC)c1OC (stereo not given) | x | u
CCOc1cc(C2c3c(oc4ccccc4c3=O)C(=O)N2c2nccs2)ccc1O (stereo not given) | x | 14.6%
O=C(CC1C(=O)NCCN1Cc1ccc(F)cc1)NCCOc1cccnc1 (stereo not given) | -1.2 | 1.1%
Cc1nn(C)c(C)c1S(=O)(=O)N1CCc2ccccc21 | x | u
Cc1ccc(C)c(C(=O)CC2(O)C(=O)N(C)c3ccccc32)c1 (stereo not given) | x | u
O=C(CCc1nnc(C2(c3ccc(Cl)cc3)CCC2)o1)N1CCCC1 | 0.9 | 1.8%
CC(C)c1cc2cc3ccc(=O)oc3cc2o1 | -6.1 | 8.9%
CCOc1nc(N(C)C)nc(-n2nnc(C(C)=O)c2C)n1 | -4.2 | 12.5%
C=CCn1cnc2c(c1=O)c1nc3ccccc3nc1n2Cc1ccccc1 | x | u
CCCC1=Nc2cc(C(=O)NCCN3CCCC3)ccc2Sc2ccccc21 | x | u
Cc1ccc(N(C(=O)c2csnn2)C(C(=O)NC2CCCCC2)c2cccnc2)cc1C (stereo not given) | 5.5 | i
N#Cc1ccccc1OCC(=O)OCC(=O)NC1CCCCC1 | x | u
O=C(CCCN1CCOCC1)c1ccc2c(c1)OCCO2 | x | u
COc1cccc(Cl)c1NC(=O)N1CCN(c2cc(C)nc3ccccc23)CC1 | x | u
CCN1CCN(c2ccc(S(=O)(=O)N3CCOCC3)cc2NC(=O)CC(C)C)CC1 | -6.0 | 12.6%
Brc1ccc(OCc2nc3ccccc3[nH]2)cc1 | x | u
COc1cccc2c1C(=O)c1c(O)c3c(c(O)c1C2=O)C[C@@](O)(C(C)=O)C[C@@H]3O[C@H]1C[C@H](N)[C@H](O)[C@H](C)O1 | x | u
O=C(NCc1ccc(Cl)cc1)c1cnccn1 | -10.4 | 12.3%
Cc1ccc(N=C2NC(=O)c3cc([N+](=O)[O-])ccc32)cc1 | x | u
O=C(NCc1ccc(Cl)cc1)C1CCN(S(=O)(=O)c2cccc3nonc23)CC1 | x | u
COc1cccc(C(=O)NCCS(=O)(=O)N2CCCCCC2)c1 | 27.2 | 20.8%
O=C(O)c1ccc2c(=O)n(Cc3ccccc3)c(SCc3ccc([N+](=O)[O-])cc3)nc2c1 | x | u
CCn1nc(C)c(NS(=O)(=O)c2ccccc2)c1C | x | u
CC1=C(C)CC(C(=O)N2CCN(Cc3ccccc3)CC2)C(C(=O)O)C1 (stereo not given) | x | u
COc1ccc(Nc2ncc(C(=O)N3CCN(Cc4ccccc4)CC3)c3ccccc23)cc1 | x | 1.7%
O=C1CN(C(=O)CCCc2c[nH]c3ccccc23)c2ccccc2N1 | x | u
CN(c1ccc(C(=O)NCCSCc2ccco2)cc1)S(C)(=O)=O | x | u
CCOC(=O)N1CCN(Cc2nc(CC3CC3)no2)CC1 | 8.7 | 9.8%
COc1cc2nc(NC(=O)c3ccc(F)cc3Cl)sc(=O)c2cc1OC | 2.2 | 2.4%
O=S(=O)(Nc1nc2ccccc2s1)c1ccc(Br)s1 | 4.0 | -3.4%
Cc1ccc2cc(S(=O)(=O)NCCC(=O)O)ccc2c1 | x | u
CCOc1ccc(C(=O)Nc2ccccc2-c2ccccc2)cc1Cl | -2.5 | 16.7%
Cc1c(C(=O)N(CCO)Cc2ccccc2)oc2c(F)cccc12 | 3.5 | 15.4%
O=c1oc(-c2cccc(Cl)c2)nc2c1cnn2-c1ccccc1 | x | u
COc1ccc(-c2csc(N3CCN(C(=O)c4ccccc4)CC3)n2)cc1 | 4.8 | 4.0%
CC(=O)Nc1cccc(NC(=O)C(F)(F)F)c1 | x | u
Cc1ccc(S(=O)(=O)NN=C2CCC(C(C)(C)C)CC2)cc1[N+](=O)[O-] (stereo not given) | 12.5 | 7.9%
CC(C)(C)NC(=O)C(=O)NN=C1CCCCCCC1 | x | u
CCOc1ccc(-c2nc(CN(Cc3ccccc3)C[C@@H]3CCC(=O)N3)c(C)o2)cc1 | -2.5 | -1.0%
COc1ccc2c(c1)c1nnc(SCC(=O)NC3CC3)nc1n2C | -8.5* | 1.46µM*
O=C1CC(N2CCN(c3ccc(F)cc3)CC2)C(=O)N1Cc1ccccc1 (stereo not given) | -1.6 | -5.0%
CCCCc1nnc2c(N(C)S(=O)(=O)c3ccccc3)nc3ccccc3n12 | x | u
Cc1c(C(=O)N2CC3(CC(c4cccc(NC(=O)[C@H]5CCC(=O)N5)c4)=NO3)C[C@@H]2C(N)=O)cc([N+](=O)[O-])cc1[N+](=O)[O-] (stereo not given in full) | -11.1 | -5.4%
COc1ccc(CCNC(=O)c2cc3c(=O)n4cccc(C)c4nc3n(Cc3ccco3)c2=N)cc1OC | 2.8 | i
COc1ccc(C(c2nnnn2C(C)(C)C)N2CCN(c3nc4ccccc4s3)CC2)cc1 (stereo not given) | x | u
O=C(COC(=O)CCC(=O)c1cccs1)Nc1ncc(Cl)cc1Cl | 6.0 | 12.8%
COc1ccc(OC)c(NC(=O)CSc2nnnn2-c2ccccc2F)c1 | x | u
Cc1ccc(-c2nn(-c3ccccc3)cc2C(N)=O)o1 | x | u
Cn1c(SCC#N)nnc1-c1ccc2c(c1)OCO2 | 13.0 | 1.4%
COCCCn1nnnc1SCC(=O)N1CCN(C(=O)c2ccco2)CC1 | -14.7 | i
CCOc1ccccc1NC(=O)C(NCCN(C)C)c1ccccc1 (stereo not given) | x | u

# (listing goes on)
molecule | S3 lipid droplet cell count max | S3 lipid droplet
O=C(NC(=S)N(CC1CCC1)CC1CCCO1)c1cccc([N+](=O)[O-])c1 (stereo not given) | 2.9 | -15.5%
Cc1c(N=C/C=C/c2ccccc2)cnn1C | 0.2 | -0.2%
O=S(=O)(NC1=NCCCCC1)c1ccc(F)cc1 | x | u
CCN(CC)S(=O)(=O)c1ccc(OC(C)C)c(NC(=O)C2=COCCO2)c1 | x | u
CCc1cccc(C)c1NC(=O)CCCn1c(=O)c2cccn2c2cccnc21 | x | u
COc1cc(C(=O)N2CCN(C(=O)c3ccco3)CC2)c([N+](=O)[O-])cc1OC | -3.8 | -12.0%
CC(O)Cc1cn([C@@H](CCCCNC(=O)OC(C)(C)C)C(=O)N2CCN(C(=O)OC(C)(C)C)CC2)nn1 (stereo not given in full) | -0.3 | -11.1%
COc1ccc(N2CCN(Cc3nnnn3C3CCCCC3)CC2)cc1 | -7.0 | -1.2%
O=C(CSc1nnc(CNC(=O)c2ccco2)o1)Nc1cccc(Cl)c1 | x | u
CC(C)CCc1noc(CN(C)CCC2CCOCC2)n1 | 0.5 | 24.4%
CC1=C[C@H](C)[C@H](c2c(F)cccc2Cl)CC1=O | x | u
O=C(c1cc2cc(Cl)ccc2o1)N1CCCC1 | x | u
O=C(NC(=S)N1CCCCC1c1cccnc1)c1ccccc1 (stereo not given) | -17.7 | 1.7%
O=[N+]([O-])c1cccc(C2Nc3cccc4cccc(c34)N2)c1 | x | u
CC(=O)OCC1OC(c2ccccc2)C(OC(C)=O)C(OC(C)=O)C1OC(C)=O (stereo not given) | x | i
O=C1c2ccccc2C(Nc2ccc(F)cc2F)N1CCN1CCOCC1 (stereo not given) | x | u
COC(=O)C1=C(C)N(Cc2ccc(OC)c(OC)c2)C(=O)C1 | x | u
N#CCSc1nc2ccccc2c(=O)n1CCCC(=O)NCc1ccco1 | -0.5 | -3.7%
Cc1nc(NC(=O)c2cccc(Cl)c2)sc1-c1csc(Nc2cccc(Cl)c2)n1 | x | u
CN(C)CCCn1c(NCc2ccc3c(c2)OCO3)nc2ccccc21 | -0.5 | 1.2%
Cc1cc(C)n2nc(C(=O)N/N=C/C=C/c3ccccc3)nc2n1 | x | u
CCOc1ccc(CCNC(=O)Cc2ccc(NC3=NC4CS(=O)(=O)CC4S3)cc2)cc1OCC (stereo not given) | -3.2 | i
CC(C)C[C@H]1CN=C(Nc2ccccc2)N1CCCC1CCCC1 | x | u
Cc1ccc(NC(=O)CC2S/C(=N/N=C3/NC(=O)CS3)NC2=O)cc1 (stereo not given) | x | u
Clc1ccccc1CO/N=C1\CCCc2nonc21 | x | u
CC(=O)N1CCN(CC(=O)Nc2cc(F)ccc2C)CC1 | x | u
Cc1nn(CC(=O)NCCN2CCCCC2C)c(=O)c2cc(-c3ccccc3)nn12 (stereo not given) | x | u
CCOc1ccc(NC(=S)N2CCCN(Cc3cc(C)ccc3C)C2)cc1 | 8.0 | -1.2%
CCn1cc(C(=O)O)c(=O)c2cc(Br)ccc21 | x | u
CCCn1cc(CN2CCCC(CNC(=O)c3ccc(F)cc3)C2)c(C)n1 (stereo not given) | x | u
CCCCn1c(SC(C)C(=O)NCC2CCCO2)nc2cc(C(=O)OC)ccc2c1=O (stereo not given) | x | i[0.0737 µM]
Cc1ccc(NS(=O)(=O)c2cccc(C(=O)NCC3CCCO3)c2)cc1 (stereo not given) | x | u
c1csc(-c2nn3cnnc3c3ccccc23)c1 | 61.9 | i
CCOc1cc(C(=O)Nc2ccc(NC(C)=O)cc2)ccc1OCC(=O)N1CCCCC1 | x | u
CC(C)CNC(=O)C(=O)NCCCN1CCOCC1 | 2.2 | -2.2%
CCCCc1cc(=O)oc2cc(OCC(=O)N3CCc4ccccc43)ccc12 | x | u
O=c1nc(-c2ccccc2)c2cc(Cl)ccc2[nH]1 | x | u
C=CCN(CC=C)C(=O)COC(=O)c1n[nH]c2ccccc12 | x | u
Cc1ccc(C2=NN(CC(=O)NCc3ccccn3)C(=O)CC2)cc1 | 7.7 | 14.1%
Clc1nssc1=Nc1nncs1 | x | u
CCOc1ccc(NCc2nc3ccccc3n2CCOc2ccccc2)cc1 | x | u
Cc1ccc(C(=O)O)cc1NC(=O)CN1C(=O)C2C3c4ccccc4C(Br)(c4ccccc43)C2C1=O (stereo not given) | -21.3 | -1.0%
CC(C)(C)C1=Nn2c(nnc2-c2ccccn2)SC1 | x | i[9.22 µM]
Cc1cc(C)c(Cn2cnc(-c3ccc([N+](=O)[O-])cc3)c2)c(C)c1 | -27.8 | -4.3%
O=C(O)CNC(=O)c1ccc(S(=O)(=O)N2CCOCC2)cc1 | x | u
Cc1cc(C)c2c(c1)/C(=N/NC(=O)c1cc(C)oc1C)CCC2 | x | u
COc1ccc(/C=C2\SC(=S)N(CCC(=O)Nc3ccccn3)C2=O)cc1OC | x | u
COc1ccc(-c2nc(SCc3ccccc3)n(S(C)(=O)=O)n2)cc1 | 6.2 | -0.2%
O=C(Nc1cc(Cl)ccc1-n1cncn1)C1CC1 | x | u
Cc1nc(Nc2ccc(Cl)cc2)c(C#N)c(=O)[nH]1 | x | u
COc1ccc([N+](=O)[O-])cc1N(CC(=O)NCCSc1ccccc1)S(C)(=O)=O | -0.2 | -13.4%
CC(C)N1CCc2c(sc(NC(=O)CN3C(=O)c4ccccc4C3=O)c2C(N)=O)C1 | 0.1 | -12.0%[9.22 µM]
Cc1cc(C(=O)OCC(=O)N2CCC(c3ccccc3)=N2)ccc1[N+](=O)[O-] | -8.7 | 15.0%
C=CCOc1cccc(C2c3c(oc4ccc(F)cc4c3=O)C(=O)N2CCCN2CCOCC2)c1 (stereo not given) | x | u
Cc1ccc(S(=O)(=O)N(CC(=O)Nc2cccc([N+](=O)[O-])c2)Cc2ccc(Cl)cc2)cc1 | x | u
O=C(NC1CCCCC1)c1cc(Cl)ccc1[N+](=O)[O-] | x | u

# Further compounds
molecule | S3 lipid droplet cell count max | S3 lipid droplet
c1ccc2c(CN3CCCCC3)csc2c1 | x | u
COCC(C)NC(=O)c1cc2cccc([N+](=O)[O-])c2[nH]1 (stereo not given) | 9.9 | 21.3%
CCOC(=O)Cc1cnc(NC(=O)c2ccccc2)s1 | x | u
COc1ccc(-c2noc(CN(C)C(=O)c3ccoc3C)n2)cc1 | x | u
CCCCNC(=S)N(C)/N=C/c1c(F)c(F)c(F)c(F)c1F | 3.4 | -14.2%
CCOC(=O)c1c(C(C)(C)C)oc2ccc(OCC#N)cc12 | x | u
C=CCOc1c2ccc(C(=O)NCc3ccc(C)cc3)cc2nn1C | x | i
COc1ccc(-n2c(C)cc(/C=C3\SC(=S)NC3=O)c2C)cc1 | -0.3 | 26.9%
CC(C)CCN(CCC(C)C)CC(O)Cn1c2ccccc2c(=O)c2ccccc21 (stereo not given) | -8.0 | -8.8%

# An excerpt. The share of hits here may be higher or lower than overall.
